Source: PubChem BioAssay
Rev-RRE block: inhibitors of HIV-1 Rev-RRE RNA interaction. P05866. Rev peptide-RRE RNA binding, FRET. inhibition, % at 8 µM. hit rate 0.79% among 97,000. AID 704;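 active = inhibition above the screen-wide mean plus 3 SD, cut at about 35% in these data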;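 note: 0% = median DMSO wells and 100% = median Neomycin B control wells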
Target sequence (P05866 whole entry, looked up): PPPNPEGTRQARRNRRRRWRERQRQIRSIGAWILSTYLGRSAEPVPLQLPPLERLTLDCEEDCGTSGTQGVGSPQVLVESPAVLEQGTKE
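Probe or stimulus: fluorescein-Rev peptide as binding partner; assay system: Cy5-tagged RRE RNA duplex with fluorescein-tagged Rev peptide; timing: 5 min compound–RNA preincubation, then 15 min with peptide, 25 °C; medium: HEPES pH 7.5 buffer with KCl, MgCl2, NaCl and EDTA; signal: fluorescein-to-Cy5 FRET, 480 nm excitation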
LYP inh 2: LYP (human) phosphatase inhibition; Q9Y2R2; recombinant LYP catalytic domain, DiFMUP fluorescence; inhibition, % at 2 µM; hit rate 0.21% among 96,000; AID 640;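 active = inhibition at 2 µM at or above a set limit, the screen mean plus 3 SD, cut at about 24% in these data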;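 note: 0% = DMSO with enzyme and 100% = enzyme fully blocked by orthovanadate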
PostGolgi ctrl: inhibits growth of the yeast control strain | efflux-deficient yeast background strain, growth absorbance A615, 16 h | inhibition, % at 10 µM | hit rate 5% among 98,000
S1P2 blocker: antagonists of human S1P2 receptor. O95136. cell-based S1P2 antagonist assay, inhibition at 5 uM. inhibition, % at 5 µM. hit rate 0.21% among 97,000. AID 736; in the data active = inhibition above about 45%;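 note: CRE beta-lactamase reporter cells expressing human S1P2 stimulated with S1P; 0% = agonist at EC80 alone and 100% = agonist plus reference antagonist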
FAK inh: blocks human focal adhesion kinase activity; Q05397; biochemical FAK kinase activity assay; inhibition, %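 (tested at 7 µM)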; hit rate 0.84% among 97,000; in the data active = inhibition above about 19%;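 note: 0% = DMSO and 100% = reference compound high control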
Target sequence (Q05397 whole entry, looked up): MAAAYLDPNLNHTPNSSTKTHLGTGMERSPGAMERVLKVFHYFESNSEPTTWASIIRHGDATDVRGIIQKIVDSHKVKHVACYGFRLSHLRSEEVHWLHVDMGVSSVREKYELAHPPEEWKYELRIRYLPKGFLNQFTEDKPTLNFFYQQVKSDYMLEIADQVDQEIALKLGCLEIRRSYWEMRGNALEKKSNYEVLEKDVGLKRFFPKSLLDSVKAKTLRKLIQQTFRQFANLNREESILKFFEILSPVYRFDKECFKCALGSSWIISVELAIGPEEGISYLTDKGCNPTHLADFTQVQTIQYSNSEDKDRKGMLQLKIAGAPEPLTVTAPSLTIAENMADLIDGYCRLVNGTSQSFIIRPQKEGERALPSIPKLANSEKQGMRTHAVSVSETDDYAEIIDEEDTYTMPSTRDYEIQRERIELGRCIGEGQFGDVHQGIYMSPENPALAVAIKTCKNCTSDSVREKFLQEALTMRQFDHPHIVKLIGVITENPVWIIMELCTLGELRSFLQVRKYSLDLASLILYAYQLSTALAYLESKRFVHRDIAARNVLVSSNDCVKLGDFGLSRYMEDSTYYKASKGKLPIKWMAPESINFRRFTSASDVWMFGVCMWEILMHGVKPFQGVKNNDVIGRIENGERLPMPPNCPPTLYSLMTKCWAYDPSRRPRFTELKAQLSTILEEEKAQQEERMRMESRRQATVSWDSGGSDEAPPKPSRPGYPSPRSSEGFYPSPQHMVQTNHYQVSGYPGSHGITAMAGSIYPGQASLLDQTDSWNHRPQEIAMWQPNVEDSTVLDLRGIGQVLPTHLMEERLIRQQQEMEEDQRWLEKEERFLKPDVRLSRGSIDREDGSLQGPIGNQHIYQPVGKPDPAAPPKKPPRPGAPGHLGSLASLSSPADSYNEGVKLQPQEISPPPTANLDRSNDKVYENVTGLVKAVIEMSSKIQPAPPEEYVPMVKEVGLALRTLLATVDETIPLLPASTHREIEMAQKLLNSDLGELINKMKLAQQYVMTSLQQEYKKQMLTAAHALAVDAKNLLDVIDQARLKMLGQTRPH
EphB4 antag: blocks human EphB4 binding to ephrin-B2; hit rate 0.15% among 97,000; inhibition, % at 7 µM; AID 720; EphB4 LBD / TNYL-RAW-Alexa532 peptide, fluorescence polarization;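 active = inhibition above the screen-wide mean inhibition plus 3 SD, cut at about 15% in these data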;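 note: 0% = DMSO wells and 100% = excess unlabeled TNYL-RAW peptide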
PostGolgi yeast: growth inhibition of a yeast mutant, post-Golgi transport screen | post-Golgi transport phenotypic cell assay | inhibition, % at 10 µM | hit rate 0.9% among 98,000;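 note: yeast cells grown in 1536-well plates; yeast grown about 18 h at 30C before absorbance read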
S1P2 agonist: S1P2 (human) receptor agonism; O95136; S1P2-expressing cell line, agonist reporter read-out; activation, % at 4.5 µM; hit rate 0.46% among 97,000; AID 729; in the data active = activation above about 16%;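 note: 0% = vehicle low control and 100% = maximal reference agonist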
LYP act: LYP (human) phosphatase activation. Q9Y2R2. recombinant LYP, DiFMUP fluorescence; 0 = plate median, 100 = signal doubled. activation, % at 2 µM. hit rate 0.11% among 96,000;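 active = activation at 2 µM above a set limit, the mean plus 5 SD, cut at about 37% in these data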
* = called active by the depositor; . = not tested or not shown. Cut-off read from the data, not from the text of the source, unless noted: active = inhibition above about 30%; inactive = the rest.

SMILES | Rev-RRE block | LYP inh 2 | PostGolgi ctrl | S1P2 blocker | FAK inh | EphB4 antag | PostGolgi yeast | S1P2 agonist | LYP act
O=S(=O)(CCSc1nc2ccccc2o1)c1nc2ccccc2s1 | -2 | 2 | 61* | -6 | -1 | -3 | 3 | -4 | -4
CCOC(=O)CN1C(=O)C(O)(CC(=O)c2ccco2)c2ccccc21 (stereo not drawn) | 3 | 7 | -4 | -2 | -4 | -5 | 0 | -1 | -9
CO[C@@H]1O[C@@H]2COC(c3ccccc3)O[C@@H]2[C@@H](OC)[C@@H]1O (stereo partly drawn) | 13 | 6 | . | -4 | 0 | 4 | . | -7 | -7
C=CCNC(=O)C1CCN(c2nc(C)cc(-c3ccccc3)n2)CC1 | 1 | 7 | 8 | 7 | 0 | 2 | -1 | 1 | -7
O=S(=O)(NCC(c1cccnc1)N1CCN(c2ccccc2)CC1)c1cc(F)ccc1F (stereo not drawn) | 9 | -1 | 75* | -20 | -2 | -8 | 95* | -1 | 4
CSc1ccccc1C(=O)Nc1cccc(C(C)=O)c1 | 2 | 20 | -2 | -20 | 2 | -4 | -9 | -2 | -18
CN(Cc1ccncc1)C1CC(=O)N(c2ccc(Cl)cc2)C1=O (stereo not drawn) | 6 | 4 | 4 | 15 | 0 | -1 | -10 | -2 | -6
O=c1[nH]c(=O)n(Cc2ccco2)c2c1C(C(F)(F)F)(C(F)(F)F)N=C(C1CCCCC1)N2 | 12 | -2 | -6 | 14 | -1 | 0 | -4 | -5 | 5
O=C(O)C1CCCCC1C(=O)NCCCCc1ccccc1 (stereo not drawn) | 4 | -1 | 0 | 7 | -5 | 1 | -8 | -3 | -1
CCSc1nc2ccccc2n1CC(=O)OC | 6 | 0 | 8 | 1 | 0 | 2 | 1 | -2 | -1
CCCCn1c(-c2cc(Cl)ccc2OC)n[nH]c1=S | -4 | -12 | 9 | 23 | -1 | 1 | -1 | -2 | 7
CCOC(=O)c1c(C)oc2ccc(OCC(N)=O)cc12 | -3 | -11 | 3 | -14 | 1 | -9 | -1 | -10 | 15
Cc1ccc(S(=O)(=O)NCC(=O)N(CC(=O)NCc2ccccc2)CC2CCCO2)cc1 (stereo not drawn) | 2 | 9 | -8 | 8 | 0 | 10 | 8 | -4 | -5
CCOC(=O)Cc1csc(NS(C)(=O)=O)n1 | 8 | -7 | -4 | -15 | -3 | -1 | 1 | -3 | 9
CCCC(=O)N=c1sc2cccc(F)c2n1C | 0 | . | 1 | -5 | -3 | -6 | 6 | -4 | .
CCOC(=O)CSc1nc2cc(S(=O)(=O)Nc3ccccc3OC)ccc2o1 | 16 | 3 | 7 | -3 | 2 | 5 | -6 | -1 | 0
CCCOC(=O)CSC1=C(C#N)C(c2ccc3c(c2)OCO3)CC(=O)N1 (stereo not drawn) | 2 | 6 | -2 | 1 | -1 | -6 | 1 | -7 | -9
O=C(NC1CCCCCCC1)c1ccc(S(=O)(=O)N2CCCC2)cc1 | 1 | -10 | 21 | 9 | -6 | -3 | 8 | -5 | 14
Oc1ccc(-c2nc(=S)[nH][nH]2)cc1 | 0 | -5 | . | -13 | 2 | -6 | . | -6 | 5
COc1ccc(Cc2nnc(SCC(=O)NCc3ccco3)o2)cc1 | -2 | -6 | -1 | 12 | 0 | -8 | -4 | -3 | 2

Some of these compounds in order of SMILES length, highest first:
SMILES | Rev-RRE block | LYP inh 2 | PostGolgi ctrl | S1P2 blocker | FAK inh | EphB4 antag | PostGolgi yeast | S1P2 agonist | LYP act
Cc1ccc(S(=O)(=O)NCC(=O)N(CC(=O)NCc2ccccc2)CC2CCCO2)cc1 (stereo not drawn) | 2 | 9 | -8 | 8 | 0 | 10 | 8 | -4 | -5
CCOC(=O)c1c(C)oc2ccc(OCC(N)=O)cc12 | -3 | -11 | 3 | -14 | 1 | -9 | -1 | -10 | 15
CCOC(=O)Cc1csc(NS(C)(=O)=O)n1 | 8 | -7 | -4 | -15 | -3 | -1 | 1 | -3 | 9

(continued)
SMILES | Rev-RRE block | LYP inh 2 | PostGolgi ctrl | S1P2 blocker | FAK inh | EphB4 antag | PostGolgi yeast | S1P2 agonist | LYP act
CCOC(=O)c1sc(NC(=O)c2cc(S(=O)(=O)N3CCOCC3)ccc2C)nc1C | 5 | -6 | 14 | -8 | -1 | 2 | -5 | -1 | 2
CCOc1ccc(NC(=O)C2CC=CCC2C(=O)O)cc1 (stereo not drawn) | 8 | 5 | 4 | -9 | -1 | 7 | 8 | -2 | -5
CCn1c(SCC(N)=O)nc2c1c(=O)n(C)c(=O)n2C | 5 | -1 | 4 | 3 | 0 | -4 | -4 | -4 | 5
Cc1cc(N)c(-n2cc3c(=O)n(C)c(=O)n(C)c3c2)cc1C | 1 | 9 | 32* | -7 | 0 | -2 | 4 | -3 | -8
CC(NC(=O)Nc1ccccc1O)(C(F)(F)F)C(F)(F)F | 9 | -14 | -1 | 5 | 0 | 8 | -6 | -1 | 10
C/C(=N\Nc1cc(Cl)nc(C)n1)c1ccccc1 | 0 | 1 | 12 | -1 | -3 | -5 | 7 | -5 | 2
COCCNC(=O)CCn1nc(-c2ccc(Cl)cc2)ccc1=O | 5 | 4 | 15 | 4 | -5 | -7 | -8 | -10 | -7
Nc1ccc(N2CCN(C(=O)c3cccs3)CC2)cc1 | 6 | 6 | 2 | -6 | 4 | 0 | 2 | -2 | -6
CC1C/C(=N/NC(=O)c2cccs2)CC(C)(C)C1 (stereo not drawn) | 0 | -11 | 10 | 1 | -1 | 4 | 5 | 0 | 10
CCNc1nc(Oc2ccc(=O)[nH]n2)nc(SC)n1 | 5 | -4 | 5 | -2 | -2 | 0 | -6 | 0 | 0
CCOC(=O)C1=C(C)NC(=O)NC1c1cc2c(cc1Br)OCO2 (stereo not drawn) | 1 | -3 | 14 | 20 | -2 | -4 | -1 | -3 | 6
Cc1ccc(-c2nnc(SCc3ccccc3F)o2)cc1 | 17 | 10 | 20 | 9 | 3 | 5 | -4 | -5 | -11
CC(=O)NC12CC3CC(C1)CC(C(=O)OCC(=O)NC(=O)c1cccn1C)(C3)C2 | -1 | -7 | 2 | 11 | -6 | -4 | -9 | -7 | 4
COc1ccc(CCN2C(=O)c3cccc4cccc(c34)C2=O)cc1OC | 2 | 6 | 0 | 8 | -3 | 4 | -2 | -8 | -6
Cc1ccccc1NC(=O)c1ccc(CN2CCC(Cc3ccccc3)CC2)cc1 | 8 | -6 | 2 | 5 | 4 | -4 | 13 | -8 | 10
COc1cccc(NS(=O)(=O)c2cc(C)ccc2OC)c1 | 8 | -18 | 16 | -6 | -2 | 4 | 2 | -5 | 17
CCOC(=O)c1[nH]c(C)c(C(=O)NC2CCCC2)c1C | -2 | -5 | 17 | -2 | 2 | -7 | 1 | -4 | 2
CCNS(=O)(=O)c1c(C)cc(N2CCCC2=O)cc1C | 9 | 13 | 10 | 5 | -2 | 3 | -22 | 0 | -14
CC(C)Cc1cc(C(=O)NCc2cccnc2)no1 | -6 | -5 | 0 | -3 | -6 | -5 | -3 | -1 | 2
COc1cccc(N2CCN(c3ncccn3)CC2)c1 | 3 | -6 | 11 | 17 | -1 | -3 | 5 | -5 | 3

Gathered by group: the entries above with a CF3 group
SMILES | Rev-RRE block | LYP inh 2 | PostGolgi ctrl | S1P2 blocker | FAK inh | EphB4 antag | PostGolgi yeast | S1P2 agonist | LYP act
O=c1[nH]c(=O)n(Cc2ccco2)c2c1C(C(F)(F)F)(C(F)(F)F)N=C(C1CCCCC1)N2 | 12 | -2 | -6 | 14 | -1 | 0 | -4 | -5 | 5
CC(NC(=O)Nc1ccccc1O)(C(F)(F)F)C(F)(F)F | 9 | -14 | -1 | 5 | 0 | 8 | -6 | -1 | 10

Remaining list, next part.
SMILES | Rev-RRE block | LYP inh 2 | PostGolgi ctrl | S1P2 blocker | FAK inh | EphB4 antag | PostGolgi yeast | S1P2 agonist | LYP act
CCCCC(=O)Nc1ccc(N2CCN(C(=O)CC)CC2)cc1 | 2 | -2 | 0 | 17 | -3 | 2 | 0 | -4 | 4
O=C(CN1C(=O)c2cccc3cccc1c23)NCc1ccncc1 | 3 | -3 | 1 | 2 | -5 | 2 | 15 | -4 | 3
CC(=O)c1ccc(NC(=O)CSc2nc3nc(C)cc(C)n3n2)cc1 | 1 | 1 | 2 | -10 | -1 | -6 | -5 | -5 | -4
CCC(C)OC(=O)C1=C(C)NC(=O)CC1c1ccccc1OC (stereo not drawn) | -1 | -6 | 10 | 0 | 9 | 9 | 5 | -3 | 4
O=C(NCc1cc(C(F)(F)F)cc(C(F)(F)F)c1)C1CC(c2c(Cl)cccc2Cl)=NO1 (stereo not drawn) | 13 | 9 | 19 | 29 | -5 | 10 | -5 | -3 | -5
O=C(c1cccc2ccccc12)N1CCC(N2CCN(c3ccccc3)CC2)CC1 | 2 | 5 | 22 | -25 | -2 | 0 | -4 | -4 | -5
CCC(C)(C)NC(=O)CN(C(=O)c1snc(C(N)=O)c1N)c1ccc(OC)c(OC)c1 | 2 | -30 | 30 | -2 | 4 | 3 | 3 | -5 | 30
Cn1cc(CNC(=O)c2sc3cccc(Cl)c3c2Cl)cn1 | 4 | 2 | . | -12 | 1 | 4 | . | -6 | -1
Cc1ccc(S(=O)(=O)n2ccc(-c3ccc(OCc4c(F)cccc4Cl)cc3)n2)cc1 | 10 | 7 | 1 | 2 | 3 | -7 | -2 | -3 | -6
Cc1c(NC(=O)c2coc(=O)c(Br)c2)c(=O)n(-c2ccccc2)n1C | 7 | -2 | 3 | -13 | -2 | 1 | 0 | 0 | 6
Cc1nc(N2C(=O)C(=O)/C(=C(/O)c3ccccc3)C2c2ccco2)sc1C (stereo not drawn) | 1 | 7 | 17 | -4 | -5 | -6 | -10 | -3 | -10
Cc1cccc(N2CCN(C(=O)C3CCN(S(=O)(=O)c4cccc5cccnc45)CC3)CC2C)c1 (stereo not drawn) | . | -11 | 1 | . | . | . | -1 | . | 9
CCOC(=O)c1cnc(SCC(=O)Nc2ccccc2C(=O)OC)nc1N | 12 | -1 | . | -22 | 4 | -4 | . | 2 | 1
CC(C)(C)C(=O)N1CCCC1C(=O)O (stereo not drawn) | 1 | -2 | 2 | 5 | 0 | -3 | -4 | -8 | 3
CCc1ccc2nc(N3CCN(C)CC3)c(C#N)cc2c1 | 1 | -1 | 0 | -9 | -2 | -9 | 1 | -4 | -1
Cc1cc(NC(=O)c2noc3c2CCCCC3)no1 | 1 | 2 | -3 | -7 | -2 | 3 | -7 | -2 | -5
O=C(Nc1cccnc1)C1CC(c2ccc(Cl)c(Cl)c2)=NO1 (stereo not drawn) | 5 | 5 | 13 | 12 | 7 | 10 | 2 | -5 | -1
COc1cc(NC(=O)c2ncn[nH]2)cc(OC)c1OC | 1 | -2 | . | 5 | -8 | 3 | . | -4 | 4
O=C(c1ccc(Cl)cc1)c1oc2ccccc2c1CS(=O)(=O)c1ccccc1 | 9 | 5 | 31* | 20 | -7 | -7 | 2 | -7 | -1
O=C(Nc1ccc(O)cc1)c1cc(S(=O)(=O)N2CCCC2)ccc1Cl | -1 | 2 | 1 | -4 | 1 | 9 | 2 | -2 | -1
COCCNCc1ccccc1 | 5 | 1 | 19 | -4 | 1 | 2 | -2 | -1 | 0
COCCn1c(SCC(=O)c2ccccc2)nc2c(c1=O)SC(C)C2 (stereo not drawn) | 4 | 5 | . | 15 | -2 | 7 | . | -1 | -2
CC1CCN(S(=O)(=O)c2ccc3c(c2)C(=NO)c2cc(S(=O)(=O)N4CCC(C)CC4)ccc2-3)CC1 | 14 | 5 | -8 | 6 | -7 | -3 | -3 | -3 | -8
O=C(NCCN1CCCC1)c1ccc(Cn2c(=S)[nH]c3cc4c(cc3c2=O)OCO4)cc1 | -7 | 7 | -1 | 14 | 0 | 2 | -5 | 1 | -7
CS(=O)(=O)N(CC(=O)NCc1ccccc1)C1CCCCC1 | -2 | -13 | . | 3 | 1 | -2 | . | 0 | 5
CC(=O)Nc1ccc(S(=O)(=O)NC2(C(F)(F)F)N=C(c3ccccc3)NC2=O)cc1 (stereo not drawn) | 5 | 15 | -5 | -2 | -2 | 0 | 2 | -3 | -11
O=C(CN1CCCCC1)Nc1ccc(NC(=O)c2ccc(Cl)cc2)cc1Cl | -1 | -2 | -4 | -10 | -4 | 0 | -7 | -1 | 5
